Screening results: PubChem, several laboratories
KCNQ1 block – inhibitors of human KCNQ1 potassium channel. CHO-K1 KCNQ1, FluxOR thallium flux fluorescence; hits give high values. B-score at 10 µM. 1.3% of 310,000 active;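 active = compounds whose thallium flux B-score, printed positive for inhibition, exceeds three library SD while starting fluorescence stays within three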;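 also: channel opened by potassium depolarization with thallium stimulus after 20 min compound exposure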
Target sequence (P51787 whole entry, looked up): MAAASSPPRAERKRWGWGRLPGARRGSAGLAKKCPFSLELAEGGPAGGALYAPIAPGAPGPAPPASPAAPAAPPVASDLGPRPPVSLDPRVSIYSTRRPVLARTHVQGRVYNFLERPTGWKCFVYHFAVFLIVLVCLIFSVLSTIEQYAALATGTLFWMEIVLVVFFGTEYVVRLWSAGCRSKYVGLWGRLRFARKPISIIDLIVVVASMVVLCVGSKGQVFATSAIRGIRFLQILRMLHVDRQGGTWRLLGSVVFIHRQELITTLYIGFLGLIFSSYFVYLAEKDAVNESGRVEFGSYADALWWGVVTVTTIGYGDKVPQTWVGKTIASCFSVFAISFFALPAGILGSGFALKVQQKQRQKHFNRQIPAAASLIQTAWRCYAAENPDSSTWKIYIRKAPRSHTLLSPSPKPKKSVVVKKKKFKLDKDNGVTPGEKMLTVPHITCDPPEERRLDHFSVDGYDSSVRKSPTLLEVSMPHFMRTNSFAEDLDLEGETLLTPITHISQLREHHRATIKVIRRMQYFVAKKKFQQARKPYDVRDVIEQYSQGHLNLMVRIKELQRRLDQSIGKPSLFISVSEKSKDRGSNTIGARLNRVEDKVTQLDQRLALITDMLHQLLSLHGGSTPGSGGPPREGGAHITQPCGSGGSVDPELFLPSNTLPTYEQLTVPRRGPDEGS
KCNK9 inh – inhibitors of human KCNK9 two-pore domain potassium channel. AID 488922. HEK293 KCNK9, FluxOR thallium flux fluorescence; hits give low values. Q9NPC2. B-score at 10 µM. 1.2% of 310,000 active;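 active = ratio B-score over 3 SD below the library mean, with starting fluorescence within 5 SD of its mean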;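 also: negative B-score means less thallium flux so channel inhibition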
Target sequence (Q9NPC2 whole entry, looked up, the tested form may be a part): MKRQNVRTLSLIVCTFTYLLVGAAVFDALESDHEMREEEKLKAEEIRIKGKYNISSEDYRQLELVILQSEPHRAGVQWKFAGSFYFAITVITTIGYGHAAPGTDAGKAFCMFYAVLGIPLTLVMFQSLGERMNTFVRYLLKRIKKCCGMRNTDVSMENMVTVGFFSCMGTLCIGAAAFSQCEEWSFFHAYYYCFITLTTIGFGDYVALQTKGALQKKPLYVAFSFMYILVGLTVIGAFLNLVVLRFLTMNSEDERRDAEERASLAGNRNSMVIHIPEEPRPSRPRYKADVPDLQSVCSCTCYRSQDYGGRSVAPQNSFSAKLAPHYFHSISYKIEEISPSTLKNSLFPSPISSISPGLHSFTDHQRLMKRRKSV
PolyA inh – inhibitors of polyadenylation in S. cerevisiae; 0.02% of 300,000 active; AID 1875; calls only at 12 µM; S. cerevisiae SKY197-pL101 polyadenylation reporter, beta-gal luminescence; efflux-impaired pdr1/pdr3 knockout yeast; score 100 = 6 SD above DMSO;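 active = lowest replicate activity score at least 50, where 100 means six control SD above control mean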;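 also: yeast exposed to compound for 9 h at 30 °C; higher score means more reporter readthrough which indicates perturbed polyadenylation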
KCNK3 inh – human KCNK3 channel inhibition, primary screen. B-score at 10 µM. CHO-KCNK3 thallium flux, FluxOR fluorescence; hits give low values. AID 602410. 0.84% of 340,000 active;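 active = B-score under library mean minus 4 SD, starting fluorescence ratio at most library mean plus 5 SD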;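 also: more negative B-score means stronger inhibition of thallium flux through KCNK3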
hERG rescue – compounds protecting human hERG from proarrhythmic drug block; 0.51% of 310,000 active; CHO-hERG, FluxOR thallium flux, dofetilide IC70 present; AID 1511; activation (rescue from dofetilide block), less the hit threshold, % at 10 µM;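 active = activation above the mean of controls blocked by dofetilide plus 5 SD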;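 also: thallium influx through hERG after potassium depolarization seen as dye fluorescence rise; in these data hits start at about 4.7%; inactives centre near -7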
TRPC4 potent – allosterically enhances the mouse TRPC4 cation channel. B-score at 10 µM. 0.42% of 310,000 active. Q9QUQ5. HEK293 TRPC4beta/mu-opioid, DAMGO EC20, Fluo-4 Ca2+ flux; hits give high values;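 active = B-score of calcium response area above 5 SD of library B-scores, with initial fluorescence ratio within 5 SD of library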;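 also: B-score of integrated fluorescence ratio over time as area under calcium response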
TRPC4 act – activators of mouse TRPC4 channel. Q9QUQ5. 0.49% of 310,000 active. B-score at 10 µM. HEK293 TRPC4beta/mu-opioid, Fluo4 calcium fluorescence; hits give high values;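 active = B-score above 5 SD of library B-scores, and initial fluorescence ratio not above library mean plus 5 SD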;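 also: positive B-score marks a calcium rise read as TRPC4 activation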
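Assay system: HEK293 cells stably co-expressing mouse TRPC4beta and mu-opioid receptor / Timing: Fluo4 dye loading 45 min at room temperature, 110 s recording / Signal: Fluo4 calcium-sensitive dye fluorescence, kinetic, 1 Hz baseline / Read-out: integrated baseline-normalised fluorescence ratio, converted to per-well B score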
Dyrk1A ADPGlo – inhibitors of rat Dyrk1A kinase; Q63470; ADP-Glo luminescence, NFATc1 peptide; inhibition, % at 12.5 µM; 0.43% of 310,000 active; AID 504441; in the data active = inhibition above about 50%;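 also: plate controls were vehicle with enzyme for no effect and no enzyme for full effect; many of its hits are not listed in these tables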
TRPC4 inh – TRPC4 (mouse) channel inhibition; Q9QUQ5; B-score at 10 µM; AID 2247; HEK293 TRPC4beta/mu-opioid, DAMGO-evoked Fluo4 calcium flux; hits give low values; 0.39% of 300,000 active;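 active = B-score over 3 SD under the library average, no early fluorescence shift, positive overall ratio signal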
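System: stable TRPC4beta/mu-opioid receptor HEK293 cells; Dosing: single-point compound dosing; Measured by: Fluo4 Ca2+ flux fluorescence; Read-out basis: per-well B score of integrated baseline-normalized Fluo4 ratio.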
KCNQ1 pot – potentiators or activators of human KCNQ1 potassium channel. 0.35% of 310,000 active. AID 2648. P51787. B-score at 10 µM. CHO-K1 KCNQ1, thallium flux FluxOR fluorescence; hits give high values;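 active = fluorescence ratio B-score, a plate-corrected score, at least three library SD, with initial intensity B-score within 5 SD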
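Assay system: CHO-K1 cells stably expressing KCNQ1; Medium: assay buffer with matched DMSO; Also added: K+/Tl+ depolarizing stimulus; Dosing: single dose; Timing: dye 90 min, compound 20 min, room temperature; Measured by: kinetic FluxOR thallium fluorescence, 10-s 1-Hz baseline, 110-s post-stimulus read; Read-out: peak-minus-minimum fluorescence over initial fluorescence, negative-control normalized, B-scored.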
Platelet DG rel – modulates dense granule release in human platelets; human platelet-rich plasma, SFLLRN dense granule ATP release, luminescence; inhibition, %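 (compounds screened at 7.5 µM in platelet-rich plasma)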; 0.22% of 300,000 active; AID 1663;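 active = mean replicate score, as percent of positive control, at or above 50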
* = called active by the depositor; i = inactive; x = no result given. This is a subset, so the mix of outcomes need not match the whole.

The line under a structure holds: hERG rescue | KCNK3 inh | TRPC4 act | PolyA inh | KCNQ1 block | Dyrk1A ADPGlo | KCNQ1 pot | Platelet DG rel | TRPC4 potent | KCNK9 inh | TRPC4 inh
O=C(CCc1nnc2ccc(N3CCC4(CC3)OCCO4)nn12)NCc1ccc(F)cc1
    -10.3 | i | i | i | i | x | i | 21.8 | i | i | i
c1nnc(-c2ccc3c(c2)OCO3)o1
    -8.6 | i | i | i | i | -1.7 | i | -4.3 | i | i | i
COc1cc(NC(=O)CN(c2ccc(C)cc2)S(=O)(=O)c2c(C)nn(C)c2C)cc(OC)c1
    -14.1 | i | i | i | i | -6.3 | i | 2.0 | i | i | i
CCCCSc1nnc([C@H](C)NC(=O)OC(C)(C)C)o1
    -9.5 | i | i | x | i | 1.6 | i | 20.1 | i | i | i
Cc1c(NC(=O)C(C)OC(=O)c2ccc(Cl)nc2)c(=O)n(-c2ccccc2)n1C (centres undefined)
    -2.9 | i | i | i | i | 1.0 | i | -1.7 | i | i | i
Cc1cccc(C)c1-n1nnnc1C1(Nc2ccccc2)CCCCC1
    -14.1 | i | i | i | 7* | 6.6 | i | 2.1 | i | -7.66* | i
O=S(=O)(c1cccc(Cl)c1Cl)N1CCCCC1
    -18.0 | i | i | i | i | -3.8 | i | 5.4 | i | i | i
Cc1cc(-c2nc3cccnc3s2)ccc1NS(=O)(=O)c1ccc2c(c1)OCCO2
    -9.8 | i | i | i | i | 7.1 | i | 0.6 | i | i | i
O=C1c2ccccc2C(Nc2ccc(S(=O)(=O)N3CCOCC3)cc2)N1c1cccnc1 (centres undefined)
    -16.1 | i | i | i | i | -1.0 | i | 3.0 | i | i | i
CCOc1ccc2nc(N3C(=O)/C(=C/c4ccccc4)NC3=S)sc2c1
    44.7* | i | i | i | i | 3.3 | 134* | 4.3 | i | i | i
COc1cc([N+](=O)[O-])cc(/C=N/NC(=O)C(C)Nc2ccccc2C)c1O (centres undefined)
    -4.8 | i | i | i | i | -7.4 | i | -1.4 | i | i | i
CN1c2ccccc2N(C)C1(C)c1ccccc1
    -2.5 | i | i | i | i | 0.6 | i | 1.7 | i | i | i
C=CCNC(=O)COC(=O)c1cccnc1Nc1ccccc1F
    -16.6 | i | i | i | i | 0.5 | i | 0.0 | i | i | i
O=C(Cc1ccc(Cl)cc1)NCCc1c[nH]c2ccccc12
    1.0 | i | i | i | i | 6.7 | i | -3.2 | i | i | i
O=C(c1ccc(Br)cc1)c1cc2ccc(O)cc2oc1=O
    -8.1 | i | i | i | i | -0.6 | i | 7.3 | i | i | i
CCN(Cc1ccccc1)C(=O)c1ccccc1C
    -8.4 | i | i | i | i | -2.7 | i | 10.4 | i | i | i
CC(C)(C)c1ccc(C(=O)N/N=C/c2ccc(OCCCF)cc2)cc1
    -10.0 | i | i | i | i | 2.4 | i | 0.6 | i | i | i
COc1ccc(C2/C(=C(/O)c3ccc(C)cc3)C(=O)C(=O)N2c2ccccn2)cc1OC (centres undefined)
    -8.4 | i | i | i | i | -0.1 | i | -2.7 | i | i | i
O=C(O)C1=C[C@H](C2CC2)C[C@H](OCCCCO)O1
    -7.3 | i | i | i | i | 0.8 | i | 0.3 | i | i | i
CNc1nc2ccccc2n1CC(=O)c1ccccc1
    -8.1 | i | i | i | i | 6.5 | i | 1.1 | i | i | i
CCC1(C)Cc2c(sc3nc4n(c(=O)c23)CCCS4)CO1 (centres undefined)
    -3.9 | i | i | i | i | -2.6 | i | 4.8 | i | i | i
O=c1c2cc(NC(=S)NC3CCCC3)ccc2nc2n1CCCCC2
    -13.3 | i | i | i | i | x | i | 1.4 | i | i | i
COC(=O)c1c(NC(=O)CSc2nnnn2-c2ccccc2)sc2c1CCC(C)C2 (centres undefined)
    -5.9 | i | i | i | i | 29.7 | i | -0.8 | i | i | i
COCCn1c(=NC(=O)c2ccc(S(=O)(=O)N3CCCc4ccccc43)cc2)sc2cc(S(C)(=O)=O)ccc21
    -7.8 | i | i | i | i | 1.2 | i | -2.1 | i | i | i
O=c1c2c(-c3ccccc3)csc2ncn1/N=C/c1cccc([N+](=O)[O-])c1O
    -5.0 | i | 68* | i | i | 5.8 | i | -2.9 | i | i | -8*
O=C(/N=C1\NC(=O)C(F)(C(F)(F)F)S1)NC1CCCCC1 (centres undefined)
    -1.9 | i | i | i | i | -3.4 | i | -21.0 | i | i | i
Cc1ccn(CC(=O)O)c(=O)c1
    -6.9 | i | i | i | i | -6.4 | i | 3.5 | i | i | i
CSc1nnc2c(n1)OC(c1cn(C)c3ccccc13)N(C(C)=O)c1ccccc1-2 (centres undefined)
    -3.2 | x | i | i | i | x | i | -4.5 | i | i | i
Cc1cc(OCCCC(=O)NCCN2C(=O)S/C(=C\c3cccnc3)C2=O)ccc1Cl
    -5.3 | i | i | i | i | 1.0 | i | -1.0 | i | i | i
C/C(=C\c1ccccc1)C(=O)c1c(C)cc(C)[nH]c1=O
    -13.5 | i | i | i | i | -4.5 | i | 13.6 | i | i | i
CN(N)c1nc(-c2ccccc2)cc(-c2ccccc2)n1
    1.9 | i | i | i | i | -1.7 | i | 10.3 | i | i | i
COC(=O)c1c(C)[nH]c(C(=O)/C=C/c2ccc(Cl)cc2)c1C
    -1.3 | i | i | i | i | 2.1 | i | -15.9 | i | i | i
COc1cc(CCC(=O)NNC(=O)c2ccc(C)cc2)cc(OC)c1OC
    -1.1 | i | i | i | i | 0.0 | i | 6.4 | i | i | i
CCCC(=O)Nc1ccc(Cl)c(NC(=S)NC(=O)c2cc3ccccc3o2)c1
    -7.8 | i | i | i | i | -0.7 | i | -8.8 | i | i | i
Cc1ccc(-n2c(-c3cnccn3)n[nH]c2=S)cc1
    -5.0 | i | i | i | i | -2.7 | i | 1.8 | i | i | i
CCCCCNC(=O)C1CCC(Cn2c(=S)[nH]c3ccccc3c2=O)CC1 (centres undefined)
    -15.7 | i | i | i | i | x | i | 3.7 | i | i | i
O=C(Nc1cccc(S(=O)(=O)NCc2ccco2)c1)c1cc(-c2ccccc2)nc2ccccc12
    -12.1 | i | i | i | i | -9.2 | i | 5.4 | i | i | i
Cc1cc(C)c2c(=O)[nH]c(SCC(=O)Nc3ccc(N(C)C)cc3)nc2n1
    -7.5 | i | i | i | i | 0.9 | i | -4.7 | i | i | i
CCc1ccc(C2=C/C(=C/c3cccnc3)C(=O)O2)cc1
    1.1 | i | i | i | i | 0.2 | i | 3.9 | i | i | i
Cc1ccc(-n2c(SCc3ccc(C(=O)O)cc3)nnc2-c2ccncc2)cc1
    -6.3 | i | i | i | i | -6.2 | i | -0.1 | i | i | i
CCOC(=O)C1CCN(C(=S)Nc2ccc(Cl)cc2C)CC1
    -5.5 | i | i | i | i | -4.3 | i | -2.6 | i | i | i
CCCOc1ccc2[nH]cc(C(=O)O)c(=O)c2c1
    -3.4 | i | i | i | i | -4.5 | i | 2.4 | i | i | i
N#CNc1nc(O)cc(=O)[nH]1
    -10.9 | i | i | i | i | 2.1 | i | 0.9 | i | i | i
CC1=NN(c2ccc(S(=O)(=O)O)cc2Cl)C(=O)C1
    -7.3 | i | i | i | i | 4.1 | i | -2.8 | i | i | i
C[C@@H](CN=[N+]=[N-])CN1CC[C@H](NC(=O)OCc2ccccc2)CCC1=O
    -6.0 | i | i | i | i | 3.8 | i | -0.7 | i | i | i
CC(C)(C)c1ccccc1NC(=S)NC1CCCC1
    -3.6 | i | i | i | i | x | i | 1.5 | i | i | i
COC(=O)c1ccc(C2c3[nH]c4ccccc4c3C[C@H]3C(=O)N(C4CCN(Cc5ccccc5)CC4)CC(=O)N23)cc1 (some centres undefined)
    -5.4 | i | i | i | i | -5.3 | i | 3.3 | i | i | i
CCOc1ccc(CC(=O)NC2CCN(Cc3ccccc3)CC2)cc1
    -5.6 | i | i | i | i | -0.8 | i | 1.5 | i | i | i
CC(=O)c1ccc(N(CC(=O)NC2CCCC2)C(=O)CCC(=O)Nc2cc(C)on2)cc1
    -6.9 | i | i | i | i | -0.1 | i | -5.6 | i | i | i
CCOC(=O)c1ccccc1N/C=C/C(=O)c1cccs1
    -4.3 | i | i | i | i | -0.2 | i | 6.7 | i | -9.78* | i

More compounds:
The line under a structure holds: hERG rescue | KCNK3 inh | TRPC4 act | PolyA inh | KCNQ1 block | Dyrk1A ADPGlo | KCNQ1 pot | Platelet DG rel | TRPC4 potent | KCNK9 inh | TRPC4 inh
Cc1ccsc1/C=N/NC(=O)CC(=O)NCC(C)C
    -22.6 | i | i | i | i | 5.4 | i | 0.8 | i | i | i
CC(C)Oc1ccc(CSC(=N)N)cc1
    -12.9 | i | i | i | i | 6.7 | i | 5.5 | i | i | i
Cc1nnc(NC(=O)c2ccc(Br)cc2)s1
    -4.6 | i | i | i | i | 4.4 | i | -2.2 | i | i | i
O=C(Cn1ncc(Cl)c(Cl)c1=O)N1CCc2ccccc21
    -20.1 | i | i | i | i | x | i | 2.3 | i | i | i
Cc1ccnc(NC(=O)c2ccc(S(=O)(=O)NCc3ccco3)cc2)c1
    -14.5 | i | i | i | i | 23.2 | i | -0.8 | i | i | i
Cc1ccnn1CC(=O)N/N=C/c1ccco1
    -9.9 | i | i | i | i | -2.1 | i | 2.2 | i | i | i
CCc1ccccc1NC(=O)CCc1nc(-c2cccs2)no1
    -4.6 | i | i | i | i | -1.0 | i | -2.9 | i | i | i
O=C(COC(=O)c1ccc2ccccc2n1)c1ccc(F)cc1
    -12.2 | i | i | i | i | -3.1 | i | -2.1 | i | i | i
CCOc1ccccc1CN1CCN(CC2=Cc3cc(OC)ccc3OC2)CC1CCO (centres undefined)
    -21.2 | i | i | i | i | 10.8 | i | 4.2 | i | i | i
Cc1cccc(N2CCN(Cc3nc(CC4CC4)no3)CC2)n1
    -10.4 | i | i | i | i | -16.8 | i | -18.3 | i | i | i
CN(C)c1ccc(C(=O)Nc2nnc(C3=COCCO3)o2)cc1
    -1.8 | i | i | i | i | -3.8 | i | 3.0 | i | i | i
